TRPC6 act: activates the mouse TRPC6 cation channel; Q61143; HEK293-TRPC6 membrane potential dye fluorescence; hits give high values; B-score at 10 µM; actives 0.13% (n = 310,000);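 active = B-score of the integrated fluorescence ratio above library mean plus 3 SD, and starting fluorescence ratio within library mean plus 5 SD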;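 also: higher score means more depolarization so channel activation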
Target sequence (Q61143 whole entry, looked up): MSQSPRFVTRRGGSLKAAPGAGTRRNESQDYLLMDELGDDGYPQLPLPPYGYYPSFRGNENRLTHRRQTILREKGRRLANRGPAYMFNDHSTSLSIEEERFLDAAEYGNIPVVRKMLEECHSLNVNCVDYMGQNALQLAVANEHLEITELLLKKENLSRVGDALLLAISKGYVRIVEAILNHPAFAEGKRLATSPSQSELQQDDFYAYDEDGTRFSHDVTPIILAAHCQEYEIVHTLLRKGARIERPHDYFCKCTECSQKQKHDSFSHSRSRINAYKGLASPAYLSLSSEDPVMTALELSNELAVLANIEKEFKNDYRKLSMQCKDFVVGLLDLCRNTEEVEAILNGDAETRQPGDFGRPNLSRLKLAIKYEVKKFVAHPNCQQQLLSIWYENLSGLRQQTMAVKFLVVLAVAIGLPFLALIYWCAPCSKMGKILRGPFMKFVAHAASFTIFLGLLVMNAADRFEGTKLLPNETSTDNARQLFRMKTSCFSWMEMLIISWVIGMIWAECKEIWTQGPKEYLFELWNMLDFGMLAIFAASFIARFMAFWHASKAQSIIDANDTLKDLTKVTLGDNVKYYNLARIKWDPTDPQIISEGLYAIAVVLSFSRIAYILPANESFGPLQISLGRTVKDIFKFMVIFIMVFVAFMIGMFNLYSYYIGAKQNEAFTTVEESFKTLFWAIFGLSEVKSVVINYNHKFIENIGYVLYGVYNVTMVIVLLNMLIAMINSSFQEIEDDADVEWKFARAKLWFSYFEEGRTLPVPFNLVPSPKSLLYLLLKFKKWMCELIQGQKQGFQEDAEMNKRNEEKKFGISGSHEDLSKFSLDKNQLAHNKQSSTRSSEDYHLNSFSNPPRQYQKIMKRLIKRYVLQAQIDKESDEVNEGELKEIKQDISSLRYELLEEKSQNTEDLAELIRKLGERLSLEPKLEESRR
SKKanGAS inh: inhibitors of SKKanGAS S. pyogenes growth in kanamycin (SK-promoter or general growth effect); actives 1.3% (n = 300,000); inhibition, % at 7.5 µM; BacTiter-Glo, 6 h;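 active = mean replicate score, as percent of positive control median, at least 50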;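 also: strain carries kanamycin resistance gene driven by streptokinase promoter and grows in 40 µg/ml kanamycin; loss of luminescence reflects streptokinase promoter inhibition or plain growth inhibition; 0% = median of DMSO wells and 100% = positive control at its reference dose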
MrgX1 antag: antagonists of human MrgX1 receptor. Q96LB2. MRGX1-HEK293 calcium flux, Fluo-4, BAM8-22 antagonism; hits give low values. B-score at 10 µM. actives 1.3% (n = 310,000);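 active = calcium-response B-score plate-corrected more than 3 library SD below zero, starting fluorescence within 5 deviations, no agonist response on first addition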;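 also: peak minus trough fluorescence over baseline after final BAM8-22 challenge near maximal dose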
TRPC4 PAM: TRPC4 (mouse) allosteric potentiation | AID 2227 | B-score at 10 µM | actives 0.42% (n = 310,000) | HEK293 TRPC4beta/mu-opioid, DAMGO EC20, Fluo-4 Ca2+ flux; hits give high values;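 active = B-score of calcium response area above 5 SD of library B-scores, with initial fluorescence ratio within 5 SD of library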;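 also: B-score of integrated fluorescence ratio over time as area under calcium response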
HIF activator: HIF pathway transcriptional activation; activation, % at 7.5 µM (by protocol); actives 0.32% (n = 300,000); U2OS HRE-luciferase reporter, luminescence; normalized: DMSO 0%, desferrioxamine 100%;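 active = mean activation of at least 10% of the iron chelator positive control signal, with at least half of replicates also reaching 10%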
aSyn 5UTR inh: MLPCN primary screen, SNCA 5' untranslated region; inhibition, % (tested at 7.5 µM); alpha-synuclein 5'UTR reporter, inhibitor activity; actives 0.82% (n = 300,000); in the data active = inhibition above about 60%;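 also: H4 neuroglioblastoma cells stably carrying SNCA 5'UTR luciferase fusion; 0% = DMSO wells and 100% = positive control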
TRPC4 inh: inhibitors of mouse TRPC4 channel; AID 2247; HEK293 TRPC4beta/mu-opioid, DAMGO-evoked Fluo4 calcium flux; hits give low values; actives 0.39% (n = 300,000); B-score at 10 µM;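 active = B-score over 3 SD under the library average, no early fluorescence shift, positive overall ratio signal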
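Material: HEK293 cells with stable TRPC4beta plus mu-opioid receptor expression / Probe or stimulus: DAMGO in two steps, submaximal then maximal / Compound: single concentration per test compound / Technique: kinetic Fluo4 fluorescence imaging of calcium influx / Read-out: per-well B score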
TRPC6 inhibitor: mouse TRPC6 channel inhibition; Q61143; HEK293-TRPC6, membrane potential dye, ACh-evoked depolarization; hits give low values; B-score at 10 µM; actives 1.1% (n = 310,000); AID 2553;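 active = B-score under library mean minus 3 SD, initial fluorescence not abnormally high, positive integrated signal ratio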;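 also: B-score derived from integrated fluorescence ratio over the kinetic read; more negative B-score means stronger inhibition of depolarization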
IEC-6 cytotox: counter-screen for KLF5 inhibitors: cytotoxicity in IEC-6 cells | AID 1825 | IEC-6 cytotoxicity, luminescence viability | inhibition, % at 5 µM | actives 0.78% (n = 290,000); in the data active = inhibition above about 22%;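 also: 0% = plate median of test compound wells and 100% = cytotoxic reference compound wells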
KLF5 inhibitor: inhibitors of KLF5 expression; DLD-1 KLF5 promoter-luciferase reporter, luminescence; inhibition, % at 5 µM; actives 0.23% (n = 290,000); AID 1700;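 active = inhibition above a per-plate limit of that plate's mean compound inhibition plus 3 SD, cut at about 60% in these data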;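 also: 0% = DMSO wells and 100% = LY294002 at 200 µM; higher means less KLF5 promoter-driven luciferase light; inactives centre near -14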
TRPC4 agonist: activators of mouse TRPC4 channel | actives 0.49% (n = 310,000) | B-score at 10 µM | Q9QUQ5 | HEK293 TRPC4beta/mu-opioid, Fluo4 calcium fluorescence; hits give high values;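 active = B-score above 5 SD of library B-scores, and initial fluorescence ratio not above library mean plus 5 SD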;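 also: positive B-score marks a calcium rise read as TRPC4 activation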
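Assay system: HEK293 stable line with TRPC4beta plus mu-opioid receptor. Times: dye 45 min RT, read 110 s. Measured by: kinetic Fluo4 calcium fluorescence. Measure: B score of integrated ratio. Controls: assay buffer as low control, maximal DAMGO as high control.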
Starred values were filed as active, the others as inactive.

`O=C(Cc1ccc(S(=O)(=O)N2CCCC2)s1)N1CCOCC1` gave TRPC6 act inactive, SKKanGAS inh -3.6, MrgX1 antag inactive, TRPC4 PAM inactive, HIF activator 0.1, aSyn 5UTR inh -19.3, TRPC4 inh inactive, TRPC6 inhibitor inactive, IEC-6 cytotox -0.6, KLF5 inhibitor 1.9 and TRPC4 agonist inactive.
Cc1nc2ccccn2c1-c1csc(Nc2ccc(C(=O)O)cc2)n1 was read as TRPC6 act inactive, SKKanGAS inh 23.8, MrgX1 antag inactive, TRPC4 PAM inactive, HIF activator 2.5, aSyn 5UTR inh -5.5, TRPC4 inh inactive, TRPC6 inhibitor inactive, IEC-6 cytotox 19.5, KLF5 inhibitor -24.8 and TRPC4 agonist inactive.
Screening C=CCn1c(COc2cc(C)ccc2C(C)C)nnc1SCC(=O)c1c(N)n(C)c(=O)n(C)c1=O returned TRPC6 act inactive, SKKanGAS inh 10.6, MrgX1 antag -4.74*, TRPC4 PAM inactive, HIF activator -0.1, aSyn 5UTR inh 7.6, TRPC4 inh inactive, TRPC6 inhibitor inactive, IEC-6 cytotox -4.8, KLF5 inhibitor -21.6 and TRPC4 agonist inactive.
CC1CCCCN1C(=O)CSc1nc(C2CC2)nc2c1cnn2-c1ccccc1 (stereo unspecified) was read as TRPC6 act inactive, SKKanGAS inh 2.9, MrgX1 antag inactive, TRPC4 PAM inactive, HIF activator 0.0, aSyn 5UTR inh 23.6, TRPC4 inh inactive, TRPC6 inhibitor inactive, IEC-6 cytotox 1.6, KLF5 inhibitor -17.7 and TRPC4 agonist inactive.
For Cc1ccc(CNC(=O)c2cc3c(=O)n4ccccc4nc3n(CC3CCCO3)c2=N)cc1 (stereo unspecified) the results were TRPC6 act inactive, SKKanGAS inh -1.1, MrgX1 antag inactive, TRPC4 PAM 11*, HIF activator -0.4, aSyn 5UTR inh 5.4, TRPC4 inh inactive, TRPC6 inhibitor -6.2*, IEC-6 cytotox -2.3, KLF5 inhibitor -40.7 and TRPC4 agonist inactive.
For C#CCn1c(-c2cccs2)nc2ccccc21 the results were TRPC6 act inactive, SKKanGAS inh -17.7, MrgX1 antag inactive, TRPC4 PAM inactive, HIF activator 2.1, aSyn 5UTR inh -47.0, TRPC4 inh inactive, TRPC6 inhibitor inactive, IEC-6 cytotox 0.0, KLF5 inhibitor 4.3 and TRPC4 agonist inactive.
CCOc1ccccc1NS(=O)(=O)c1c(C)noc1C was read as TRPC6 act inactive, SKKanGAS inh 6.5, MrgX1 antag inactive, TRPC4 PAM inactive, HIF activator -0.4, aSyn 5UTR inh -11.5, TRPC4 inh inactive, TRPC6 inhibitor inactive, IEC-6 cytotox 2.5, KLF5 inhibitor 3.9 and TRPC4 agonist inactive.
Screening Cc1ccccc1NC(=O)N1CCN(S(=O)(=O)c2ccccc2)CC1 returned TRPC6 act inactive, SKKanGAS inh -3.7, MrgX1 antag inactive, TRPC4 PAM inactive, HIF activator 0.1, aSyn 5UTR inh 0.5, TRPC4 inh inactive, TRPC6 inhibitor inactive, IEC-6 cytotox -3.9, KLF5 inhibitor -13.4 and TRPC4 agonist inactive.
Screening COc1ccccc1NC(=S)N1CCN(C/C=C/c2ccccc2)CC1 returned TRPC6 act inactive, SKKanGAS inh -13.6, MrgX1 antag inactive, TRPC4 PAM inactive, HIF activator 0.3, aSyn 5UTR inh 4.4, TRPC4 inh inactive, TRPC6 inhibitor inactive, IEC-6 cytotox -0.8, KLF5 inhibitor -28.4 and TRPC4 agonist inactive.
Screening CC(C)Cc1c(O)nc(SCC(=O)Nc2ccc3c(c2)CCC3)[nH]c1=O returned TRPC6 act inactive, SKKanGAS inh 10.4, MrgX1 antag inactive, TRPC4 PAM inactive, HIF activator -0.1, aSyn 5UTR inh -23.1, TRPC4 inh inactive, TRPC6 inhibitor inactive, IEC-6 cytotox 2.7, KLF5 inhibitor 5.6 and TRPC4 agonist inactive.
`O=C(NC(Cc1ccccc1)C(=O)O)C1CCCCC1` (stereo unspecified) gave TRPC6 act inactive, SKKanGAS inh -10.3, MrgX1 antag inactive, TRPC4 PAM inactive, HIF activator 0.4, aSyn 5UTR inh 11.5, TRPC4 inh inactive, TRPC6 inhibitor inactive, IEC-6 cytotox -1.3, KLF5 inhibitor -2.2 and TRPC4 agonist inactive.
CCOc1c(Br)cc(CNc2ccc3c(c2)OCCO3)cc1OC was read as TRPC6 act inactive, SKKanGAS inh 0.3, MrgX1 antag inactive, TRPC4 PAM inactive, HIF activator 0.5, aSyn 5UTR inh 96.8*, TRPC4 inh inactive, TRPC6 inhibitor inactive, IEC-6 cytotox 76.3*, KLF5 inhibitor 54.6 and TRPC4 agonist inactive.
For O=C(Oc1ccc(NC(=O)c2cc3c(cc2Br)OCO3)cc1)c1ccccc1 the results were TRPC6 act inactive, SKKanGAS inh 1.0, MrgX1 antag inactive, TRPC4 PAM inactive, HIF activator 0.9, aSyn 5UTR inh -26.5, TRPC4 inh inactive, TRPC6 inhibitor inactive, IEC-6 cytotox -0.9, KLF5 inhibitor -10.8 and TRPC4 agonist inactive.
For COc1ccc(CCN2C(=O)CC(N3CCOCC3)C2=O)cc1OC (stereo unspecified) the results were TRPC6 act inactive, MrgX1 antag inactive, TRPC4 PAM inactive, TRPC4 inh inactive, TRPC6 inhibitor inactive, IEC-6 cytotox 3.0, KLF5 inhibitor -17.7 and TRPC4 agonist inactive.
Cc1ccc(CNC(=O)Cn2cnc(S(=O)(=O)N3CCCCC3)c2)o1 was read as TRPC6 act inactive, SKKanGAS inh 2.3, MrgX1 antag inactive, TRPC4 PAM inactive, HIF activator -0.5, aSyn 5UTR inh 9.7, TRPC4 inh inactive, TRPC6 inhibitor inactive, IEC-6 cytotox 1.8, KLF5 inhibitor -11.4 and TRPC4 agonist inactive.
For Cn1c(=O)[nH]c(Nc2ccc(F)cc2)c([N+](=O)[O-])c1=O the results were TRPC6 act inactive, SKKanGAS inh 1.3, MrgX1 antag inactive, TRPC4 PAM inactive, HIF activator -0.1, aSyn 5UTR inh -27.0, TRPC4 inh inactive, TRPC6 inhibitor inactive, IEC-6 cytotox -3.6, KLF5 inhibitor -16.7 and TRPC4 agonist inactive.
Screening C/C(=C/c1ccccc1)C(=O)N1CCC(C)CC1 returned TRPC6 act inactive, SKKanGAS inh 0.5, MrgX1 antag inactive, TRPC4 PAM inactive, HIF activator 1.1, aSyn 5UTR inh -23.9, TRPC4 inh inactive, TRPC6 inhibitor inactive, IEC-6 cytotox 1.2, KLF5 inhibitor -27.0 and TRPC4 agonist inactive.
`COc1cc(-c2noc(C)c2C#Cc2ccc(N)cc2)cc(OC)c1OC` gave TRPC6 act inactive, SKKanGAS inh 2.4, MrgX1 antag inactive, TRPC4 PAM inactive, HIF activator 2.0, aSyn 5UTR inh 87.8*, TRPC6 inhibitor inactive, IEC-6 cytotox 86.9*, KLF5 inhibitor 56.0 and TRPC4 agonist inactive.
For COc1ccc(N2CC(C(=O)NC3=NCCS3)CC2=O)cc1 (stereo unspecified) the results were TRPC6 act inactive, SKKanGAS inh 3.8, MrgX1 antag inactive, TRPC4 PAM inactive, HIF activator -0.6, aSyn 5UTR inh 9.5, TRPC4 inh inactive, TRPC6 inhibitor inactive, IEC-6 cytotox 7.1, KLF5 inhibitor 3.0 and TRPC4 agonist inactive.
Screening COc1ccc(C(=O)NC2CCN(CC(=O)Nc3cccc(OC)c3)CC2)cc1 returned TRPC6 act inactive, SKKanGAS inh 2.1, MrgX1 antag inactive, TRPC4 PAM inactive, HIF activator 0.4, aSyn 5UTR inh 0.1, TRPC4 inh inactive, TRPC6 inhibitor inactive, IEC-6 cytotox -0.9, KLF5 inhibitor -22.6 and TRPC4 agonist inactive.
`CC(=O)Nc1ccc(NC(=O)CSc2ccc(-c3ccc(-n4ccnc4)cc3)nn2)cc1` gave TRPC6 act inactive, SKKanGAS inh -2.0, MrgX1 antag inactive, TRPC4 PAM inactive, HIF activator -2.4, aSyn 5UTR inh -15.4, TRPC4 inh inactive, TRPC6 inhibitor inactive and TRPC4 agonist inactive.
Screening Cc1cc(C)c2[nH]c(O)c(N=NC3=NC(=O)CS3)c2c1 returned TRPC6 act inactive, SKKanGAS inh 5.1, MrgX1 antag inactive, TRPC4 PAM inactive, HIF activator -0.2, aSyn 5UTR inh -9.1, TRPC4 inh inactive, TRPC6 inhibitor inactive, IEC-6 cytotox -4.0, KLF5 inhibitor -16.3 and TRPC4 agonist inactive.
For O=C(/C=C/c1cc([N+](=O)[O-])ccc1OC(F)F)Nc1ccc(OC(F)F)cc1 the results were TRPC6 act inactive, SKKanGAS inh -11.6, MrgX1 antag inactive, TRPC4 PAM inactive, HIF activator 0.0, aSyn 5UTR inh -10.0, TRPC4 inh inactive, TRPC6 inhibitor inactive, IEC-6 cytotox 6.2, KLF5 inhibitor -20.4 and TRPC4 agonist inactive.
CN(C)C(CNC(=O)c1c(F)cccc1Cl)c1ccco1 (stereo unspecified) was read as TRPC6 act inactive, SKKanGAS inh -3.0, MrgX1 antag inactive, TRPC4 PAM inactive, HIF activator -1.1, aSyn 5UTR inh 4.4, TRPC4 inh inactive, TRPC6 inhibitor inactive, IEC-6 cytotox -2.8, KLF5 inhibitor -28.6 and TRPC4 agonist inactive.
`O=C(CSc1nnc(C2CC2)n1CC1CCCO1)Nc1ccc(Cl)cc1` (stereo unspecified) gave TRPC6 act inactive, SKKanGAS inh -3.4, MrgX1 antag inactive, TRPC4 PAM inactive, HIF activator 0.4, aSyn 5UTR inh -7.6, TRPC4 inh inactive, TRPC6 inhibitor inactive, IEC-6 cytotox -0.7, KLF5 inhibitor -1.7 and TRPC4 agonist inactive.
Screening Oc1cccc(/C=N/Nc2ccc(Cl)nn2)c1 returned TRPC6 act inactive, SKKanGAS inh -3.6, MrgX1 antag inactive, TRPC4 PAM inactive, HIF activator -15.0, aSyn 5UTR inh -170.9, TRPC4 inh inactive, TRPC6 inhibitor inactive, IEC-6 cytotox 0.0, KLF5 inhibitor -79.0 and TRPC4 agonist inactive.
Cc1cc2ccccc2c(=O)n1CC(=O)Nc1ccc2c(c1)OCO2 was read as TRPC6 act inactive, SKKanGAS inh 1.3, MrgX1 antag inactive, TRPC4 PAM inactive, HIF activator -21.7, aSyn 5UTR inh 2.4, TRPC4 inh inactive, TRPC6 inhibitor inactive, IEC-6 cytotox -0.5, KLF5 inhibitor -9.2 and TRPC4 agonist inactive.
